JMJD2C inh: inhibitors of GASC-1 histone demethylase, primary screen, biochemical, fluorescence, DELFIA europium; Lysine-specific demethylase 4C (Homo sapiens), Q9H3R0; GST-JMJD2C(1-420) H3K9me3 demethylation; inhibition, % at 2.35 µM; 0.069% of 330,000 active; AID 2099, 2009;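 active = more than half of a compound's replicate wells show inhibition beyond 50%, single wells judged on their own value; inconclusive = some, but no more than half, of replicates pass 50% inhibition; inactive = no replicate passes 50% inhibition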;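 note: signal counts dimethyl H3K9 product captured on neutravidin plate; 0% = median of DMSO wells and 100% = 0.3 times that DMSO median; strong numbers were not always called active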
Target sequence (Q9H3R0 1-420 limits assumed): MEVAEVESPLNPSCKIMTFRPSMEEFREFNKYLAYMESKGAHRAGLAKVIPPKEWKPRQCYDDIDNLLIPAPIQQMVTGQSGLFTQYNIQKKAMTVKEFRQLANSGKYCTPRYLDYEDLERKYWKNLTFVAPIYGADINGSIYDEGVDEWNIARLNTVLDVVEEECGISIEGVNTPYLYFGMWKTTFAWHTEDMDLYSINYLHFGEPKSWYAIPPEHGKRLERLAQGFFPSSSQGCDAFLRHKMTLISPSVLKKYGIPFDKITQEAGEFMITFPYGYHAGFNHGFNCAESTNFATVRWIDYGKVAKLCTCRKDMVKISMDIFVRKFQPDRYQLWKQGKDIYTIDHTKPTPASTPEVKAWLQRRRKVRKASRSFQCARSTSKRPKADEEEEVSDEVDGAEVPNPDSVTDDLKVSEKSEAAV
core dimer inh: inhibitors of HCV core protein dimerization, primary screen, biochemical, TR-FRET, high-throughput. TR-FRET GST/Flag-core106 dimerization, 1536-well. 0.33% of 300,000 active. inhibition, % at 5 µM;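 active = inhibition above the mean of all tested compounds plus 3 SD, set per screening campaign, cut at about 45% in these data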
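Material: Tagged HCV core106 pair (GST and Flag) | Amount: GST-core106 13.5 nM, Flag-core106 17 nM | Medium: KF-containing HEPES buffer, pH 7.45, DTT, CHAPS, BSA | Reagent: Eu donor and XL665 acceptor anti-tag antibodies | Schedule: 4 h at 22.5 °C | Technique: Time-resolved FRET, ex 340 nm, em 617 and 671 nm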
CTSL1 counter: Fasciola hepatica cathepsin L1 inhibitors, primary screen, counter-screen for PFM18AAP inhibitor project, biochemical, QFRET, fluorogenic peptide substrate; recombinant F. hepatica cathepsin L1, Z-Leu-Arg-MCA fluorescence; inhibition, % at 5.96 µM; 0.49% of 300,000 active;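 active = inhibition above the mean of all tested compounds plus 3 SD, set per screening campaign, cut at about 17% in these data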;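 note: 0% = plate median of test compound wells and 100% = 1 µM Z-Phe-Ala-diazomethylketone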
ZTA DNA inh: ZTA (EBV) inhibition in EBNA-1 counter-screen | P03206 | ZTA-DNA binding, fluorescence polarization | inhibition, % at 11 µM | 0.15% of 320,000 active; in the data active = inhibition above about 33%
PP5 inh: PP5 phosphatase inhibitors, primary screen, biochemical, fluorescence | purified PP5c, OMFP substrate fluorescence | 0.18% of 320,000 active | inhibition, % at 6.7 µM | Serine/threonine-protein phosphatase 5 (Homo sapiens), P53041;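 active = inhibition above the campaign's mean inhibition across all tested compounds plus 3 SD, cut at about 9.5% in these data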;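 note: 0% = DMSO only and 100% = 100 µM cantharidin control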
Target sequence (P53041 whole entry, looked up): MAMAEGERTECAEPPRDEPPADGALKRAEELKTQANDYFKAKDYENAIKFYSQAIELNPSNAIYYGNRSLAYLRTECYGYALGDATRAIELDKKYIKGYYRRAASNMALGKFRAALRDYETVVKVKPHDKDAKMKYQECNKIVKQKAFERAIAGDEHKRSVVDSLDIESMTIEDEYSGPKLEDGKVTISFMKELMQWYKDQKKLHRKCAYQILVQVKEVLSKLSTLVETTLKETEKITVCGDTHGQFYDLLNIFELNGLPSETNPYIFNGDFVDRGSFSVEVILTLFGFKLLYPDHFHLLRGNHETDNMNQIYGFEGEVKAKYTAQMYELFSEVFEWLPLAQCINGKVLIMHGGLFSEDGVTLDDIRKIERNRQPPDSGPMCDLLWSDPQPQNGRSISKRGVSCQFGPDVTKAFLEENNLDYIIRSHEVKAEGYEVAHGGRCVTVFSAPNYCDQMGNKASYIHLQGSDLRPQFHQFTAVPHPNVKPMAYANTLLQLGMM
PP1 inh: PP1-alpha phosphatase inhibitors, primary screen, counter-screen for PP5 inhibitor project, biochemical, fluorescence, OMFP substrate, single point. purified PP1alpha. inhibition, % at 6.7 µM. 0.9% of 320,000 active. AID 2235, 2010;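 active = inhibition above the mean inhibition of all tested compounds plus 3 SD, computed separately for each screening campaign, cut at about 15% in these data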
TPT1 inh: Candida albicans TPT1 enzyme inhibitors, primary screen, biochemical, fluorescence polarization; 0.81% of 300,000 active; recombinant caTPT1, FP RNA substrate dephosphorylation; tRNA 2'-phosphotransferase TPT1 (Candida albicans SC5314); inhibition, % at 5 µM;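 active = inhibition above the mean of all tested compounds plus 3 SD, set per screening campaign, cut at about 24% in these data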;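 note: plate controls were DMSO alone for no effect and ferristatin control at 100 nM for full effect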
EBNA-1 inh: EBNA-1 DNA-binding inhibitors, primary screen, biochemical, fluorescence polarization; inhibition, % at 14.8 µM; 0.34% of 300,000 active; AID 1950, 2009; in the data active = inhibition above about 28%
CR mimetic SO: reduction of superoxide in aged yeast, primary screen, HTS; S. cerevisiae aged cells, superoxide DHE fluorescence; stronger effect = lower value; superoxide response (% of plate mean), % at 10 µM; 0.18% of 330,000 active; AID 2690, 2010;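 active = superoxide response under a set limit, about three screen SD below normal, cut at about 65% in these data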;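 note: yeast aged for seven days with compound at 30 °C before DHE staining; 100% = average MFI of all compound-treated wells on the plate with controls excluded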
* = called active by the depositor; ? = inconclusive; · = not tested or not shown.

SMILES	JMJD2C inh	core dimer inh	CTSL1 counter	ZTA DNA inh	PP5 inh	PP1 inh	TPT1 inh	EBNA-1 inh	CR mimetic SO
CN(C(=O)CSc1nc2ccccc2c(=O)n1-c1ccc(F)cc1)C1CCS(=O)(=O)C1 (configuration not stated)	·	·	·	8	-1.5	-1	·	·	97
COc1cccc(C(=O)NCc2n[nH]c(=S)n2-c2cccc(C)c2)c1	8	0	14	-15	3.0	-6	-3	2	92
COCCNC(=S)N/N=C(\C)CCc1ccc2c(c1)OCO2	-1	-4	0	-1	-2.5	-2	-3	9	101
O=C(COc1ccc2c(c1)OCO2)Nc1ccc(Cl)cn1	2	-13	6	0	-2.3	0	-2	-2	130
COc1ccc(N2CCN(C(=O)Cn3nnc(-c4ccc(N(C)C)cc4)n3)CC2)cc1	33	-3	-4	-20	0.6	-1	-3	-6	96
COc1cccc(C(C)NC(=O)Nc2cccc(C(F)(F)F)c2)c1 (configuration not stated)	0	1	3	-4	5.0	5	3	4	112
Cc1ccc(S(=O)(=O)NCC2CCC(C(=O)NCc3cccs3)CC2)cc1 (configuration not stated)	-12	-10	-1	-7	3.4	1	-3	16	77
COC(=O)/C=C1\SC(=NC(=O)c2ccc(OC)cc2)NC1=O	7	9	-1	7	3.8	-1	2	-10	111
Cc1nn(CC(=O)N(C)C2CCS(=O)(=O)C2)c(C)c1[N+](=O)[O-] (configuration not stated)	-5	-3	1	0	2.9	12	0	3	99
O=C(NCCCn1ccnc1)c1cc(S(=O)(=O)N2CCOCC2)ccc1F	1	-5	-8	8	-2.1	2	-3	1	90
Clc1ccc(COc2ccccn2)c(Cl)c1	28	-3	2	-3	-1.3	-3	-2	-2	102
N#Cc1cccnc1N1CCN(C(=O)c2cccc3c2C(=O)c2ccc(Cl)cc2S3(=O)=O)CC1	8	·	·	0	2.8	0	·	·	100
c1ccc(-c2ccccc2OCCOCCN2CCc3ccccc3C2)cc1	5	-5	0	-7	2.3	2	-3	0	87
Cc1cc(-c2nnc(SCC(=O)Nc3ccc(F)cc3F)n2N)n[nH]1	-3	9	-5	-19	2.6	-5	0	2	103
CCCn1c(SCC(=O)c2cc(OC)ccc2OC)nnc1-c1ccco1	6	5	-9	-6	1.5	-1	0	-5	98
Cc1c(S(=O)(=O)NC2CCCCC2)c(=O)n(C)c(=O)n1C	4	2	-6	2	3.2	-11	-2	-6	98
COc1ccc(C2CC(c3cccs3)=NN2c2ccc(F)cc2)cc1OC (configuration not stated)	-1	5	-4	-20	-1.8	-1	5	-15	103
COc1ccc(Cl)cc1S(=O)(=O)Nc1noc2ccccc12	-5	-12	1	3	0.5	1	-4	2	79
COc1ccc(OC)c(CCNC(=O)CCCC(=O)n2ncc3cc(C)ccc32)c1	-26	24	4	-3	0.2	-1	-8	-2	98
O=S(=O)(NCC1CN(S(=O)(=O)c2c(F)cccc2F)C1)c1ccc2c(c1)OCCO2	3	·	·	-5	-1.8	-3	·	·	90

3 entries already listed, ordered by SMILES length, low to high:
SMILES	JMJD2C inh	core dimer inh	CTSL1 counter	ZTA DNA inh	PP5 inh	PP1 inh	TPT1 inh	EBNA-1 inh	CR mimetic SO
COc1cccc(C(C)NC(=O)Nc2cccc(C(F)(F)F)c2)c1 (configuration not stated)	0	1	3	-4	5.0	5	3	4	112
Cc1ccc(S(=O)(=O)NCC2CCC(C(=O)NCc3cccs3)CC2)cc1 (configuration not stated)	-12	-10	-1	-7	3.4	1	-3	16	77
COc1ccc(N2CCN(C(=O)Cn3nnc(-c4ccc(N(C)C)cc4)n3)CC2)cc1	33	-3	-4	-20	0.6	-1	-3	-6	96

(more compounds)
SMILES	JMJD2C inh	core dimer inh	CTSL1 counter	ZTA DNA inh	PP5 inh	PP1 inh	TPT1 inh	EBNA-1 inh	CR mimetic SO
CCc1cc(C(=O)OC)c(NC(=O)CC2Nc3cc(C)c(C)cc3NC2=O)s1 (configuration not stated)	-6	5	-4	-4	-2.4	2	14	-2	101
CCOC(=O)c1c(NC(=O)c2ccc(C)cc2)sc2c1CC(C)(C)OC2	0	-2	8	20	2.5	-4	2	-9	98
COc1ccc(S(=O)(=O)Cc2ccc(C(=O)N3CCN(c4ccccn4)CC3)o2)cc1	11	-6	0	10	2.2	-6	-1	-5	103
Cc1ccc(CNC(=O)CCc2c(C)nc3ncnn3c2C)cc1	4	3	2	0	-2.3	-3	-2	8	95
Cc1cccc(N=Nc2c(C)c(C#N)c(O)[nH]c2=O)c1	-30	-7	3	-1	2.6	-2	24	-18	97
CN(C(=O)COC(=O)Cn1cnc2c1c(=O)n(C)c(=O)n2C)C1(C#N)CCCCC1	·	·	·	-27	-0.2	10	·	·	86
COc1cccc(NC(=O)N2CCN(c3ccc(C(F)(F)F)cn3)CC2)c1	0	3	1	5	1.1	0	-2	-7	97
O=S(=O)(Nc1ccc2nc(C(F)(F)F)[nH]c2c1)c1ccccc1	·	-6	0	3	1.2	6	0	2	85
COc1ccc(Br)cc1S(=O)(=O)n1c([N+](=O)[O-])cnc1C	-4	-9	2	1	-1.2	1	2	-13	101
COc1cc2ncnc(NCc3ccc(C)cc3)c2cc1OC	7	-3	6	8	0.6	0	4	-1	96
CN(CC1CCCN(CCc2cccc(C(F)(F)F)c2)C1)C(=O)c1ccco1 (configuration not stated)	-1	8	6	0	1.2	-2	3	11	95
COc1cccc(N(CC(=O)NC2CCCC2)C(=O)CCCC(=O)Nc2ccccn2)c1	16	-4	-2	17	-1.2	-4	0	4	103
C=C(C)CNC(=S)NNC(=O)CCn1c2ccc(Cl)cc2c2cc(Cl)ccc21	-5	0	2	11	1.8	3	1	-1	106
O=C(CN(C(=O)C1CSC(=O)C1)c1ccc(F)cc1)NCc1ccc2c(c1)OCO2 (configuration not stated)	5	4	-3	7	1.5	-3	-1	-6	78
COc1ccc(CN2CNc3c(c(=O)n(C)c(=O)n3C)C2)cc1	1	-7	-1	-10	0.1	-2	6	-7	96
O=[N+]([O-])c1ccccc1/C=N/n1c(C2CCCCC2)n[nH]c1=S	-7	12	-2	0	-3.1	-4	1	5	104
CC(C)C(=O)Nc1nnc(SCC(=O)NCc2ccco2)s1	7	4	-1	31	0.7	-3	0	-4	95
COc1ccc(/C=C2\CCCC3C2=NN(C(=O)CSc2ncn[nH]2)C3c2ccc(OC)cc2)cc1 (configuration not stated)	5	24	1	5	2.7	5	6	3	108
COc1ccccc1C(=O)NCC(=O)NCCSc1ccc(Br)cc1	-10	·	·	3	0.3	3	·	·	93
O=C(O)C1CC=CCC1C(=O)N1CCN(c2nc(-c3ccccc3Cl)c3cc(Br)ccc3n2)CC1 (configuration not stated)	-1	8	0	21	0.1	17*	-6	10	99
CC(C)(C)C(CN1CCCC1)OC(=O)c1ccccc1 (configuration not stated)	-1	-3	3	14	-0.2	-5	3	-10	109
Cc1cc(C)n(C(=O)c2ccc(S(=O)(=O)N3CCCC3)cc2)n1	1	-1	-3	6	1.6	2	-1	4	103
CCc1ccc(OC(C)c2nnc(SCC(=O)Nc3ncccc3C)n2C)cc1 (configuration not stated)	-2	13	2	-1	1.4	0	-2	-1	97
COc1ccc(OC)c(C(=O)c2ccc(C(=O)Nc3ccc4ccccc4c3)cc2)c1	-17	10	-1	-6	2.8	1	-3	8	97
O=C1NC(c2cccc(Br)c2)=N/C1=C\c1ccco1	23	12	4	14	-2.7	2	8	13	92
Cc1cc(C)cc(NC(=O)COC(=O)c2cc(C)oc2C)c1	-1	1	-14	-5	2.8	-1	2	-7	95
CCC(C(=O)N1CCN(C(=O)c2ccco2)CC1)c1ccccc1 (configuration not stated)	-4	-3	1	0	0.2	-3	0	-1	104
CSCC[C@H](NC(=O)N1CCn2c1nc1ccccc12)C(=O)NCc1ccco1	-4	15	0	6	-0.3	-6	-3	-3	110
CC(COc1ccc(/C=C/c2ccccc2)cc1)[N+](C)(C)C (configuration not stated)	·	3	1	-12	1.7	-1	-4	2	86
COc1ccc(NC(=O)NC2CC3CCCC(C2)N3Cc2ccccc2)cc1 (configuration not stated)	14	0	-1	4	-0.8	-3	-5	11	101
COc1ccc(C2=NN(C(=O)CCC(=O)O)C(c3ccc(OC)c(OC)c3)C2)cc1 (configuration not stated)	-11	0	4	-4	-1.2	-2	-2	11	96
O=C(CCN1C(=O)/C(=C/c2ccccc2Cl)SC1=S)Nc1ccccn1	-1	21	2	11	0.7	12	0	3	103
Cn1c(=O)c2c3c(sc2n2c(SCC(N)=O)nnc12)CC(C(C)(C)C)CC3 (configuration not stated)	-11	15	7	4	-1.0	1	2	10	107
COc1ccc(C(=O)Nc2nc(-c3ccccc3)c(C(C)=O)s2)c(OC)c1	14	31	5	12	0.9	-3	-2	5	89
CN(CC(=O)O/N=C(\N)c1ccc(Br)cc1)S(=O)(=O)c1ccccc1	6	-12	-32	7	-0.7	-1	-1	-12	94
CCCN(CCC)C(=O)CCSCCC(=O)N(CCC)CCC	-14	11	-4	1	2.8	1	-4	1	103
O=S(=O)(Nc1ccccn1)c1cc(Cl)ccc1Cl	-2	5	2	6	0.2	4	-3	-3	98
Cc1nc([N+](=O)[O-])cn1CCC#N	-1	3	-2	-4	0.6	-4	-2	-5	112
COc1ccc(C(=O)N(C)C2CCCCC2)cc1S(=O)(=O)N1CCOCC1	-5	·	·	4	0.0	1	·	·	100
Cc1ccc(S(=O)(=O)CC#CCOC(=O)c2ccc([N+](=O)[O-])cc2)cc1	-7	20	11	-18	-1.4	-1	-4	-5	90
O=C(O)COc1ccccc1/C=N/NC(=O)c1ccc2c(c1)OCCO2	8	-4	9	6	0.5	0	0	-4	99
Cc1ccc(OCc2nnc(NC(=O)OCC(C)C)s2)cc1	-3	-2	0	-4	1.2	-2	2	2	89
COc1cc(/C=N/Nc2ccc(C)cc2)cc(Br)c1O	11	-1	3	0	-1.1	-5	-1	6	80
C=CCn1c(SCc2ccc(C(=O)O)cc2)nc2sc(C)c(C)c2c1=O	7	11	1	-1	1.0	1	2	2	109
COC(=O)N1CCCc2cc(C)ccc21	?	-3	-2	-9	-3.6	-4	-4	0	102
CCCCOC(=O)C1=C(C)Nc2ncnn2C1c1cccc(OC)c1OC (configuration not stated)	9	-5	1	5	-2.7	1	-3	6	94
c1ccc(CN2C3=NCCN3c3ccccc32)cc1	5	-3	0	-1	0.7	2	-4	1	90
CN(C(=O)CSc1nnc(-c2ccccc2F)n1N)C1CCCCC1	5	·	·	-2	1.4	2	·	·	87
CN1C(=O)C(C)(C)c2cc(S(=O)(=O)N3CCCC(C(=O)NCc4ccc(F)cc4)C3)ccc21 (configuration not stated)	7	-1	-1	-5	2.1	3	0	4	109
c1ccc(Cn2nnc3c(N4CCCCCC4)ncnc32)cc1	16	1	6	0	1.7	3	-4	6	92
N#Cc1c(N)c(C#N)c(-c2ccc(O)cc2)c2c1CCCC2	-15	7	0	5	3.9	3	3	8	106
COc1ccc(C(=O)N/N=C/c2c[nH]c3ccccc23)cc1	-24	-18	9	9	1.4	-6	2	-9	111
COc1ccc([N+](=O)[O-])cc1C(=O)Nc1ccc(Cc2ccncc2)cc1	-8	-7	0	-6	2.8	4	0	5	84
O=C(Cc1ccc([N+](=O)[O-])cc1)N/N=C/c1cccs1	-7	7	2	1	1.8	-2	1	10	91
Cn1c(Cn2c(=O)sc3ccccc32)nnc1SCC(=O)NC1CCCC1	5	-9	0	8	0.7	-2	1	0	98
